# Compound activity (PubChem)
# S1P3 agonist = agonists of human S1P3 receptor; Q99500; S1P3 NFAT-BLA reporter cells, agonism, FRET ratio; relative to 1 µM S1P, basal subtracted; activation, % at 4.5 µM; 60,000 tested, 0.1% active; AID 373;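 active = activation above the screen-wide mean plus 3 SD, cut at about 4.5% in these data, passing the limit was not always enough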; note: some compounds called inactive have numbers as strong as hits
#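 Assay system: CHO cells stably expressing human S1P3, Gα16 and NFAT-β-lactamase reporter. Timing: overnight plating, 4 h compound 37 °C, 2 h substrate RT. Signal: β-lactamase FRET emission ratio 460/535 nm. Measure: percent activation versus median 1 µM S1P response, basal-subtracted, per plate. Repeats: primary screen single test, confirmation screen in triplicate.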
# HTR1A agonist = activates the human 5-HT1a serotonin receptor; P08908; CHO 5-HT1a Ga15 NFAT-bla reporter, FRET ratio; 0% basal, 100% maximal reference agonist; activation, % at 10 µM; 65,000 tested, 0.56% active;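 active = activation above the screen-wide mean activation plus 3 SD, cut at about 19% in these data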;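 note: 0% = DMSO wells and 100% = 5-CT at EC100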
# S1P1 ag-PAM = activates or potentiates agonism at human S1P1 receptor | S1P1 CRE-bla cells, forskolin, beta-lactamase FRET, potentiator mode; S1P1 agonist co-added at EC20, 2 nM; 100% = saturating reference agonist, 0% = basal | activation, % at 9.5 µM | 56,000 tested, 0.57% active | AID 449;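 active = activation above a cutoff set at the mean activation of all tested compounds plus 3 SD, cut at about 54% in these data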;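 note: forskolin at 4 µM as EC80 and the EC20 agonist is SEW2871; 100% = SEW2871 at its EC100 plus forskolin at EC80; some compounds past the cut are filed as inactive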
# Target sequence (P21453 whole entry, looked up): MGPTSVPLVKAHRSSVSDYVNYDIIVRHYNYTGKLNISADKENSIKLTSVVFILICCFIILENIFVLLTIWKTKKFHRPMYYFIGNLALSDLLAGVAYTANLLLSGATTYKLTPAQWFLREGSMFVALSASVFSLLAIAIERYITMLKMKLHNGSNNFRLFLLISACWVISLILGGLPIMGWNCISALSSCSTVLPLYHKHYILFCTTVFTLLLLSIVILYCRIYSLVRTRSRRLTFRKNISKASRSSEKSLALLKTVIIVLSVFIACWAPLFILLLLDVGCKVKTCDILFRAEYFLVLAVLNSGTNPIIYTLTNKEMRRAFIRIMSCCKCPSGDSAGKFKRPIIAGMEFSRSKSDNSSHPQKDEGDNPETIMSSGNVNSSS
# M1 antag = antagonists of rat M1 muscarinic receptor. B-score at 10 µM. P08482. 64,000 tested, 3.4% active. CHO-M1 cells, Fluo-4 calcium, ACh EC80 antagonist mode; hits give low values;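 active = calcium fluorescence response, raw or row-and-column corrected B-score, differing from the plate sample mean either way at a set confidence level, mostly lower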
# HTR1E antagonist = antagonists of human 5-HT1E serotonin receptor. P28566. CHO 5-HT1E Ga15 NFAT-bla reporter, FRET, antagonist. inhibition, % at 6 µM. 65,000 tested, 0.99% active. AID 571;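 active = inhibition above a set limit, the mean inhibition across every tested compound plus 3 SD, cut at about 29% in these data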;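 note: signal is the 460 over 535 nm emission ratio of beta-lactamase substrate; 0% = agonist plus DMSO wells and 100% = wells without agonist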
# Target sequence (P28566 whole entry, looked up): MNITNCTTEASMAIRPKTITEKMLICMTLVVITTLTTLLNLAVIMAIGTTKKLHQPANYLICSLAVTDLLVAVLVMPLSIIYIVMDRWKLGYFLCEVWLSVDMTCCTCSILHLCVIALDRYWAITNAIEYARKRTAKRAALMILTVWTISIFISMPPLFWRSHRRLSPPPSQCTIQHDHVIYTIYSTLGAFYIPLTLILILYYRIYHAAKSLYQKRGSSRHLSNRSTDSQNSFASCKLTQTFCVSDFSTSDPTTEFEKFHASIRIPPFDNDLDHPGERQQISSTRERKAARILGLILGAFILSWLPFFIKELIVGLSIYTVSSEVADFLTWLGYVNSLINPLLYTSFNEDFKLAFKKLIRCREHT
# 5HT1E ag = 5-HT1E (human) receptor agonism | P28566 | CHO 5-HT1E Ga15 NFAT-bla reporter, FRET; 0% DMSO wells, 100% control agonist wells | activation, % at 6 µM | 65,000 tested, 0.69% active;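 active = activation above a set limit, the screen-wide mean activation plus 3 SD, cut at about 8.5% in these data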;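 note: 100% = positive control agonist at 1 µM giving full maximal response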
# 5HT1a antag = antagonists of human 5-HT1a serotonin receptor. P08908. CHO 5-HT1a Ga15 NFAT-bla reporter, antagonist mode. inhibition, % at 10 µM. 62,000 tested, 0.68% active;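 active = inhibition above the mean of all tested compounds plus 3 SD, cut at about 43% in these data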;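 note: receptor stimulated by 5-CT agonist at 100 nM near EC80; beta-lactamase reporter measured by ratiometric fluorescence of a cleavable substrate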
# Jurkat viability = cytotoxicity toward Jurkat cells; 56,000 tested, 1.2% active; Jurkat E6.1 viability, ATP luminescence, 48 h; inhibition, % at 4 µM;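 active = inhibition above the mean inhibition of all tested compounds plus 3 SD, cut at about 28% in these data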
# M1 ag = M1 muscarinic receptor agonism | CHO-M1 cells, Fluo-4 calcium fluorescence, agonist mode; hits give high values | B-score at 10 µM | 64,000 tested, 3% active;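 active = fluorescence rise, raw or as B-score row- and column-corrected plate score, outside the 99.7% band of its plate's samples, either direction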
# An asterisk follows results filed as active; x = not tested or not shown.
1: COc1ccc(OC)c(C2CC(=O)C3=C(C2)NC(=O)CC3c2ccc(O)c(OC)c2)c1 (configuration not stated)
2: Cc1ccc(CN2CCN(CC(=O)NCc3ccc(Cl)cc3)C2=O)cc1
3: c1ccc(-c2nc3ccccc3s2)nc1
4: COC(=O)c1c(NC(=O)CN2CCC(C(N)=O)CC2)c2c(C)cccc2n1C
5: COC(=O)c1ccc(CSc2nc3sc4c(c3c(=O)n2C)CCCC4)o1
6: O=C(O)c1ccc(CN2C(=O)CSC2=S)cc1
7: Cc1cc(Br)c(S(=O)(=O)NCCN2CCOCC2)cc1C
8: Cc1ccc(-c2nc(=S)c3c(n2Cc2ccco2)CCCC3)cc1
9: O=C(O)C1C2C=CC(C2)C1C(=O)NCCc1ccncc1 (configuration not stated)
10: CCNC(=O)c1ccc(NS(=O)(=O)c2ccccc2)cc1
assay / compound	1	2	3	4	5	6	7	8	9	10
S1P3 agonist	0.2	x	-1.0	0.1	-1.0	-0.1	x	-1.4	-0.5	0.4
HTR1A agonist	-2.7	0.7	-2.9	-4.6	0.3	-1.1	0.5	-1.7	-1.3	-4.2
S1P1 ag-PAM	-47.2	x	-10.1	-6.3	4.1	-3.4	x	-19.3	-9.4	-8.6
M1 antag	-1.18	x	0.289	0.0275	-0.068	0.0232	-2.1	0.937	0.0312	-0.0107
HTR1E antagonist	5.4	6.3	-4.5	-2.4	10.2	-1.8	-4.5	-5.1	-6.4	-13.4
5HT1E ag	-0.1	-0.8	-0.4	-0.5	-0.7	-0.2	0.6	-1.0	-0.5	-0.3
5HT1a antag	-4.5	5.8	-0.7	3.5	-133.6	12.4	-7.6	38.7	-21.8	-1.7
Jurkat viability	-3.4	x	-0.3	-5.5	5.8	-1.6	x	5.4	-9.1	6.3
M1 ag	1.14	x	-0.612	0.648	-1.69	0.154	1.65	0.299	1.13	0.324

11: O=C(c1ccccc1)c1ccncc1
12: O=C(Nc1ccccc1)N(CCc1nc2ccccc2[nH]1)C1CCCC1
13: CC1CC(=O)c2cnc(NCC3CCCO3)nc2C1 (configuration not stated)
14: O=C(CCCn1c(=S)[nH]c2cc3c(cc2c1=O)OCO3)N1CCN(c2ccc(F)cc2)CC1
15: Cc1ccc2c(c1)N(CCC(=O)NC1CC1)C(=O)C(C)O2 (configuration not stated)
16: O=C(CSc1ncn[nH]1)Nc1nc(-c2ccccc2)ns1
17: CC(=O)NC(CC(=O)NCC(c1ccco1)N(C)C)c1ccccc1 (configuration not stated)
18: Cc1n[nH]c(C)c1S(=O)(=O)N1CCCC(C(=O)Nc2ccc3c(c2)OCCO3)C1 (configuration not stated)
19: O=C(CN1C(=O)c2ccccc2C1=O)NCc1ccncc1
20: Cc1cccc(C2c3c(n(C)c(=O)n(C)c3=O)N=C3c4ccccc4C(=O)C32)c1 (configuration not stated)
assay / compound	11	12	13	14	15	16	17	18	19	20
S1P3 agonist	-0.2	-0.3	0.1	x	0.0	-0.5	x	0.3	3.3	x
HTR1A agonist	-1.6	-0.7	-0.8	1.4	-2.3	-3.7	-3.2	-1.9	-2.5	2.3
S1P1 ag-PAM	-6.9	-21.6	5.4	x	-12.3	-26.4	x	0.2	-169.1	x
M1 antag	-0.054	-0.012	-0.206	-0.781	-3.96*	-0.808	0.162	-0.152	-1.12	0.232
HTR1E antagonist	0.0	-6.4	-0.8	-10.5	-7.9	-11.7	-3.8	1.8	-14.8	-3.7
5HT1E ag	0.4	-0.1	1.2	-0.7	0.1	-0.7	-0.1	-0.7	3.8	0.8
5HT1a antag	-13.7	3.7	-4.8	-5.1	-5.6	-10.9	7.2	5.8	x	-0.7
Jurkat viability	-14.5	-0.2	2.5	x	-2.5	0.3	x	-0.8	x	x
M1 ag	-0.337	2.3*	0.0409	1.82	0.00411	-0.729	0.347	1.01	-0.747	0.745

21: CCOC(=O)CSc1nncc2ccc(OC)c(OC)c12
22: COc1ccc(-c2ccc(-c3nnn(CC(C)=O)n3)cc2)cc1
23: CN1CCc2c(sc3c2c(=O)n(-c2ccccc2)c2nnc(SCc4ccccc4F)n32)C1
24: CCc1cccc2c(=O)c(C(=O)N3CCOCC3)c[nH]c12
25: O=C(Nc1cccc(Cl)c1)c1cnn2cccnc12
26: COc1ccccc1N1CCN(C(=O)C2c3ccccc3Oc3ccccc32)CC1
27: Cc1cc(C)cc(-n2c(=O)c3sccc3n(CC(=O)NCc3ccco3)c2=O)c1
28: CN1C(c2ccc(F)cc2)=CS/C1=C(\C#N)c1nnc2n1-c1ccccc1SC2
29: O=S(=O)(Nc1ccc2nc(-c3ccc(Br)o3)[nH]c2c1)c1ccccc1
30: CC(C)c1[nH]nc2c1C(c1ccc(OC(=O)c3ccco3)cc1)C(C#N)=C(N)O2 (configuration not stated)
assay / compound	21	22	23	24	25	26	27	28	29	30
S1P3 agonist	-0.4	-0.6	0.4	-0.1	-1.3	-1.4	-0.6	-0.9	-0.6	-0.3
HTR1A agonist	-4.1	-1.7	0.0	-0.2	-3.7	-2.8	0.3	0.2	-2.1	-2.4
S1P1 ag-PAM	-9.8	12.9	2.2	-2.4	x	16.7	3.0	2.1	1.1	-22.1
M1 antag	0.0148	-0.38	-0.0259	-0.761	0.431	-1.33*	0.207	-0.945	0.774	0.424
HTR1E antagonist	-16.4	10.0	2.0	-0.7	-5.3	42.3*	1.5	8.0	10.2	-10.4
5HT1E ag	0.3	-0.3	1.2	-0.2	-0.4	-0.6	-0.9	-0.1	0.5	0.8
5HT1a antag	-8.8	-1.8	-8.3	-8.8	23.5	54.8*	-6.2	11.6	15.6	-4.5
Jurkat viability	-1.2	2.5	-1.0	-6.4	2.9	70.3*	-0.5	4.7	0.7	0.2
M1 ag	0.53	0.256	-0.268	0.0364	-0.375	-0.207	0.987	-0.745	0.591	0.431

31: O=C(Nc1ccc(Cc2ccncc2)cc1)C1CC1
32: CC1(C)CC(=O)C=C(Nc2ccc3c(c2)OCCO3)C1
33: Cc1ccc2c(c1)CN1CN2Cc2cc(C)ccc21
34: COc1ccc(CN2CCN(C)CC2)cc1OCc1ccccc1
35: Cc1ccc(C2(C)NC(=O)N(CC(=O)Nc3ccc4c(c3)OCO4)C2=O)cc1 (configuration not stated)
36: CCOC(=O)N1CCN(S(=O)(=O)c2cc(Cl)c(OC)cc2Cl)CC1
37: CC1CCCCC1NC(=O)Cn1ncc2ccccc21 (configuration not stated)
38: CC(=O)Nc1ccc(NS(=O)(=O)c2cn(C)c(=O)n(C)c2=O)cc1
39: O=C(COC(=O)C1CCC1)NCc1ccccc1Cl
40: O=C(O)c1cc2c(s1)CCCC2
assay / compound	31	32	33	34	35	36	37	38	39	40
S1P3 agonist	0.5	-0.8	-1.6	-0.3	-0.6	-1.2	0.9	-1.5	0.0	-0.8
HTR1A agonist	0.3	0.3	2.6	-0.5	-3.0	0.6	-2.9	-1.4	-1.3	0.3
S1P1 ag-PAM	-2.5	-0.5	5.8	x	-6.2	0.5	-14.0	-1.0	1.9	2.1
M1 antag	-0.377	-0.704	x	0.0892	0.785	0.0427	-0.0423	0.88	1.02	0.0672
HTR1E antagonist	4.8	1.4	-1.0	-10.9	-11.6	-1.4	-0.1	1.5	7.0	-2.3
5HT1E ag	0.0	-0.9	-0.4	0.8	0.3	0.2	-1.0	0.1	-0.5	0.6
5HT1a antag	-13.1	1.4	21.0	-1.4	-2.4	2.6	8.7	5.2	-0.7	-4.2
Jurkat viability	-8.4	4.7	-2.9	5.5	-4.9	-2.8	2.9	0.3	-2.0	-4.7
M1 ag	-0.64	0.0679	x	-0.0293	-0.865	-0.259	0.0126	0.0109	-0.288	0.574

41: O=C(COc1nnnc2ccccc12)N1CCCc2ccccc21
42: CN(CCC#N)C(=O)Cn1nc(Cc2ccncc2)c2ccccc2c1=O
43: COc1ccc(NC(=O)C2=C(C)C(=O)OC23CCC(C)CC3)c(OC)c1 (configuration not stated)
44: CN(C)S(=O)(=O)c1ccc(S(=O)(=O)N(CC(=O)Nc2ccccc2)Cc2ccco2)cc1
45: COc1ccc(C(C)=O)cc1COC(=O)Cc1n[nH]c(=O)c2ccccc12
46: COc1ccc(C)cc1NC(=O)c1cnc2scc(C)n2c1=O
47: COc1ccc(C2CC(c3c(Cl)cccc3Cl)n3nc(N)nc3N2)cc1 (configuration not stated)
48: COc1ccc(OC)c2[nH]c(=O)c(CCNC(=O)c3ccc(S(=O)(=O)N(C)C)cc3)cc12
49: CC(Sc1nnc(C2CCCCC2)n1N)C(=O)NCc1ccc2c(c1)OCO2 (configuration not stated)
50: CC(C)c1nc(N2CCN(C(=O)c3ccco3)CC2)c2c3c(sc2n1)CCCC3
assay / compound	41	42	43	44	45	46	47	48	49	50
S1P3 agonist	0.0	0.4	0.1	-1.5	0.7	-0.4	-0.6	-0.7	-0.4	-1.1
HTR1A agonist	-1.2	1.0	-1.8	1.5	0.8	-1.0	0.2	1.7	-2.3	3.4
S1P1 ag-PAM	-2.8	3.8	-17.3	-15.3	3.2	-22.9	-0.8	-35.0	-4.8	-60.5
M1 antag	-0.274	1.31	0.0217	-0.358	-0.874	0.435	-0.246	0.304	0.148	-0.562
HTR1E antagonist	-11.1	0.0	-0.4	-0.6	3.3	5.1	-6.2	-2.0	2.8	-22.2
5HT1E ag	-0.5	-0.6	0.0	-0.6	0.3	0.7	0.2	-0.2	0.7	2.3
5HT1a antag	-11.6	-6.4	4.6	5.3	9.5	-14.4	-4.0	-6.0	6.1	-39.9
Jurkat viability	1.6	-8.5	0.5	2.3	3.0	-6.7	6.0	-0.8	-0.6	4.1
M1 ag	-0.072	-0.0161	0.859	1.17	-0.495	-0.683	-0.462	0.282	0.376	-0.00364

51: Cc1cccc2cc(CN(CC3CCCO3)S(=O)(=O)c3ccccc3)c3nnnn3c12 (configuration not stated)
52: CC(=O)NC1CC2CCCC(C1)N2S(=O)(=O)c1cccc(F)c1 (configuration not stated)
53: COc1ccccc1N1CCN(C/C(C)=C/c2ccccc2)CC1
54: CCCc1cc(C(=O)NCCc2ccccc2)no1
55: O=C(NCc1ccccc1)NC1(C(=O)N2CCOCC2)CCCCC1
assay / compound	51	52	53	54	55
S1P3 agonist	-0.7	0.6	-0.8	-0.4	0.7
HTR1A agonist	-1.1	-3.2	-3.1	-2.8	1.9
S1P1 ag-PAM	11.7	-5.3	-10.6	2.5	-3.6
M1 antag	0.0231	0.884	-1.23	-0.0587	0.0146
HTR1E antagonist	7.4	3.1	-4.0	-5.3	-1.3
5HT1E ag	0.5	0.3	7.0	0.2	-0.3
5HT1a antag	-10.6	-1.7	83.6*	4.8	2.9
Jurkat viability	1.9	-3.7	10.8	1.1	-5.3
M1 ag	-0.152	-0.00238	-1.08	0.717	-0.394

# 3 compounds from above, sorted by the number in M1 ag, low to high.
entry	Compound	M1 ag
55	O=C(NCc1ccccc1)NC1(C(=O)N2CCOCC2)CCCCC1	-0.394
51	Cc1cccc2cc(CN(CC3CCCO3)S(=O)(=O)c3ccccc3)c3nnnn3c12 (configuration not stated)	-0.152
54	CCCc1cc(C(=O)NCCc2ccccc2)no1	0.717

# The order is random. About 8.9% of those tested had a hit in this group.
